From PubChem
RmlCD inh 1536: M. tuberculosis RmlC/RmlD coupled enzyme inhibitors, primary screen, biochemical, compound mixtures, 384-well, from 1536-well plates; RmlC+RmlD coupled enzyme assay, percent inhibition; primary screen in compound mixtures; inhibition, % at 3.6 µM; hit rate 0.03% among 160,000; in the data active means inhibition mostly above about 34%, no sharp cut-off; inconclusive means no clear call, values can overlap the other calls; inactive means mostly below about 22%; further: some results filed as inactive read as strong as hits
Target sequence (P9WH09 whole entry, looked up): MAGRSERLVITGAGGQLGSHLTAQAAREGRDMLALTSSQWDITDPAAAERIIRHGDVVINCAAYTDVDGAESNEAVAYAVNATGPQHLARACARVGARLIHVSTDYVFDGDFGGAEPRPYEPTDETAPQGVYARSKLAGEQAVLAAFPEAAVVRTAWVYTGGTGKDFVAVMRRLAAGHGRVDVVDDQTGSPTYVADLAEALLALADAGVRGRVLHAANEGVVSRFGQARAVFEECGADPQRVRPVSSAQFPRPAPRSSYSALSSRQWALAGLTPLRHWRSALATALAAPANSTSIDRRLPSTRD
Target sequence (P9WH11 whole entry, looked up): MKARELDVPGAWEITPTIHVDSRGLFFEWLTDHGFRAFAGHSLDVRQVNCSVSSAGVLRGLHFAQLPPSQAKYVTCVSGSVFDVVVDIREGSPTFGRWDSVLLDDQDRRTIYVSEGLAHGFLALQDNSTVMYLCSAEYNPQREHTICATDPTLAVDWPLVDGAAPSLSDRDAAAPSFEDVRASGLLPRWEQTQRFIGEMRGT
M. tuberculosis GlmU: inhibition of mycobacterial GlmU enzyme – biochemical, glucosamine-1-phosphate acetyltransferase (AID 1376) | M. tuberculosis GlmU acetyltransferase enzyme assay; higher % means a stronger effect | inhibition, %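 (tested at 30 µM in the primary screen)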, or IC50 in µM where a hit was titrated | hit rate 0.25% among 220,000; in the data active means inhibition above about 13%; inconclusive means no clear call, values can overlap the other calls;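 further: 0% = complete reaction with vehicle and 100% = reaction without substrate; strong numbers were not always called active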
* = called active by the depositor; ? = inconclusive; · = not tested or not shown. An excerpt (hit frequency here may not be typical).

SMILES	RmlCD inh 1536	M. tuberculosis GlmU
Cc1csc(SCCN2C(=O)c3ccccc3C2=O)n1	·	0.2%
CN(C)C(=O)c1ccc(NC(=O)CSc2nc3ccccc3[nH]2)cc1	8	-5.9%
CS(=O)(=O)c1ccc(-c2nnn(CC(N)=O)n2)cc1	8	-0.8%
COc1cc(/C=C2\SC(=Nc3ccccc3)N(CCc3c[nH]c4ccccc34)C2=O)ccc1OC(C)C(=O)O (stereo not drawn)	-13	0.6%
S=C(NCc1ccncc1)Nc1ccc(Cl)cc1Cl	·	0.5%
O=C(CCCc1ccccc1)NCCC1=CCCCC1	41	-5.8%
Cn1c(=O)[nH]c(=O)c2c1nc(Br)n2CC(O)COc1ccccc1 (stereo not drawn)	·	8.6%
CCS(=O)(=O)N1Cc2ccccc2CC1C(=O)N1CCN(c2ccccc2)CC1 (stereo not drawn)	·	7.4%
CCCCOc1ccccc1C1NC(=O)NC(C)=C1C(=O)OCCOC (stereo not drawn)	·	-5.9%
O=C(CCc1nc2ccccc2s1)OCC(=O)N1CCN(C(=O)c2ccco2)CC1	·	0.0%
O=C(Nc1ccc([N+](=O)[O-])cc1)/C(=C/c1cccc([N+](=O)[O-])c1)NC(=O)C1CCCCC1	·	2.9%
Cc1cccc2cc(CN(CCN(C)C)C(=S)NCc3ccco3)c(=O)[nH]c12	23	2.5%
C=C(C)Cn1c(N(CCO)Cc2ccccc2)nc2c1c(=O)[nH]c(=O)n2C	6	-1.0%
COc1cc(/C=N/n2c(C)n[nH]c2=S)ccc1OCc1ccccc1	-14	3.3%
COc1ccc(C2CC2/C(C)=N/OC(=O)c2ccc(F)cc2)cc1 (stereo not drawn)	9	0.7%
O=C(Nc1c(Cl)cc(Cl)cc1C(=O)NCC1CCCO1)c1ccco1 (stereo not drawn)	-14	-3.8%
N#Cc1ccsc1NC(=O)CN1CCN(S(=O)(=O)c2ccccc2C(F)(F)F)CC1	6	-4.4%
CCOC(=O)c1cc(-c2ccco2)nc2c1c(C)nn2-c1cccc(Cl)c1	1	-1.5%
COc1cc(C2C(C#N)=C(N)Oc3cc(C)n(CCN4CCOCC4)c(=O)c32)cc(OC)c1OC (stereo not drawn)	?	0.5%
COc1cc(OC)c(C2CC(=O)N3CN(c4ccccc4C)CSC3=C2C#N)cc1OC (stereo not drawn)	15	5.1%
CC(C)(C)c1ccc(OCCC(=O)NC2=NCCS2)cc1	-9	2.0%
Cc1ccccc1NC(=O)CNc1ccc(Cl)c(C(F)(F)F)c1	22	-3.7%
CCCCN1C(=O)c2ccc(C(=O)Nc3ccc(S(=O)(=O)N(C)C)cc3)cc2C1=O	-7	4.2%
CCOc1ccc2nc(Nc3nc4ccc(NC(C)=O)cc4s3)sc2c1	-3	4.8%
Cc1cccc(N=C2N=C(N)c3ccccc32)c1	·	-0.9%

Individual results from the entries so far.
RmlCD inh 1536 result of `CS(=O)(=O)c1ccc(-c2nnn(CC(N)=O)n2)cc1` is entered as 8
RmlCD inh 1536 result of `CC(C)(C)c1ccc(OCCC(=O)NC2=NCCS2)cc1` is entered as -9

(continued)
SMILES	RmlCD inh 1536	M. tuberculosis GlmU
Nc1nc(N2CCN(C/C=C/c3ccccc3)CC2)nc2ccccc12	-6	-0.8%
O=C(Cn1cnc2cc([N+](=O)[O-])ccc2c1=O)Nc1cccc2ccccc12	·	-1.0%
Cc1ccc(NC2=NC(C(=O)Nc3ccc(C)c(C)c3)CC(=O)N2)cc1 (stereo not drawn)	-13	0.1%
Cc1c([N+](=O)[O-])c(N)nn1C	-14	6.8%
CCOC(=O)N1CCN(C(=O)CSc2ccc(-c3ccncc3)nn2)CC1	6	2.1%
CCOC(=O)c1cnc(-c2ccccc2)nc1Oc1ccc(Cl)cc1	-4	-1.7%
Cc1ccc(C)c(S(=O)(=O)n2cnc3ccccc32)c1	-6	-3.8%
CCOC(=O)C1CCN(S(=O)(=O)c2cc(Br)cc3c2N(C(=O)C2CC2)CC3)CC1	·	-3.8%
CCc1ccc(C2CC(c3ccc(F)cc3)Nc3nc(N)nn32)cc1 (stereo not drawn)	6	-3.8%
O=C(NCCF)C1Nc2ccc(OC(F)(F)F)cc2C2C=CCC12 (stereo not drawn)	·	-1.3%
COc1cc(OC)cc(-c2nc3ccccc3s2)c1	·	0.7%
CC/C(=N\NC(=O)c1ccccc1O)c1c(O)n(Cc2ccccc2)c(=O)[nH]c1=O	-9	4.5%
Cn1cccc1-c1nc2ccccc2[nH]1	3	4.2%
CCOc1cc(C(=O)N2CCN=C2SC)cc(OCC)c1OCC	-7	0.6%
COc1cccc(O)c1CN1CCCC(C(=O)c2ccccc2SC)C1 (stereo not drawn)	14	2.2%
CCn1cc(CNC(=S)Nc2cccc(Cl)c2C)cn1	-10	0.6%
Oc1ccc(N=C/C=C/c2ccc(Br)cc2)cc1-c1nc2ccccc2s1	·	5.3%
COc1cc(/C=N/NC(=O)c2ccc([N+](=O)[O-])cc2Cl)cc(Br)c1O	0	-1.8%
COc1ccccc1CN1CCCCC1C(=O)O (stereo not drawn)	13	-3.2%
COc1cc(/C=N/Nc2nc(N3CCCC3)nc(N3CCCC3)n2)ccc1OCc1ccccc1F	-8	0.7%
CN(C)CC#CCC(O)(c1ccccc1)c1ccccc1	-7	0.8%
COc1ccc(NC(=O)C2=NN(C3CCS(=O)(=O)C3)C(=O)CC2)cn1 (stereo not drawn)	-6	0.8%
N#CCCn1cc(C(=O)Nc2ccccc2Br)c(-c2cc3ccccc3o2)n1	15	-0.2%
O=c1[nH]n(-c2ccccn2)c(=O)c2ccccc12	·	3.1%
Cc1ccc(S(=O)(=O)N2CCC(C(=O)NCCCN3CCCCCC3)CC2)cc1	·	-6.0%

Overlap with the part before: 3 entries, then new ones.
SMILES	RmlCD inh 1536	M. tuberculosis GlmU
N#CCCn1cc(C(=O)Nc2ccccc2Br)c(-c2cc3ccccc3o2)n1	15	-0.2%
O=c1[nH]n(-c2ccccn2)c(=O)c2ccccc12	·	3.1%
Cc1ccc(S(=O)(=O)N2CCC(C(=O)NCCCN3CCCCCC3)CC2)cc1	·	-6.0%
Cc1ccc2nc(/C(C#N)=C\c3ccc(N4CCCCC4)c([N+](=O)[O-])c3)[nH]c2c1	-2	-0.8%
COc1ccc(OC)c(NC(=O)NC2(C(F)(F)F)Oc3ccccc3O2)c1	-9	-4.0%
CCOc1cc(CN2CCCC(C(=O)c3cccc(C(F)(F)F)c3)C2)ccc1O (stereo not drawn)	-6	1.4%
COc1ccccc1NC(=O)COc1cccc(-n2cnnn2)c1	-3	3.1%
Cc1cc(C)c2c(CC(=O)Nc3ccc(Cl)cn3)coc2c1	·	-0.1%
Cc1nnc(SCC2=C(C(=O)O)N3C(=O)C(NC(=O)C(C)n4nc(C(F)(F)F)cc4C)C3SC2)s1 (stereo not drawn)	8	-2.8%
CCOc1ccccc1NC(=O)N1CCCC(c2nc3c(nnn3Cc3ccc(C)cc3)c(=O)[nH]2)C1 (stereo not drawn)	-5	6.0%
CCOC(=O)c1c(NC(=O)c2ccco2)sc2c1CCCCC2	12	7.0%
COc1ccc(C(=O)C[n+]2ccc(N)c(C)c2C)cc1	26	-4.6%
CCOC(=O)C1CCCN(c2c(Nc3ccc(C)c(C)c3)c(=O)c2=O)C1 (stereo not drawn)	9	-3.5%
O=c1[nH]cn[nH]1	-56	-0.3%
COC(=O)COc1cc(C)cc2oc(=O)c(CC(=O)OC)c(C)c12	10	0.8%
CC(C)(C)n1nnnc1C(c1ccc(F)cc1)N1CCN(Cc2ccc3c(c2)OCO3)CC1 (stereo not drawn)	-10	-7.9%
COc1ccc(NC(=O)C(NC(=O)Cc2cccs2)c2ccc(C)cc2)cc1 (stereo not drawn)	38	-2.9%
CCc1cc2c(CN3CCN(C)CC3)cc(=O)oc2cc1O	?	0.5%
CCN1C(=O)c2cccc3c(S(=O)(=O)NCCc4c[nH]c5ccccc45)ccc1c23	10	-0.5%
COc1cc(OC)cc(C(=O)Nc2ncc3c(n2)CC(C)(C)CC3=O)c1	9	4.0%
CCOC(=O)Cc1csc(NC(=O)C2CCCN(S(=O)(=O)c3cnc[nH]3)C2)n1 (stereo not drawn)	11	-8.2%
COc1ccc(CNCCSc2nnnn2C)cc1OC	·	-4.1%
Cc1ccc(S(=O)(=O)N2CCN=C2SCc2ccc(Cl)c(Cl)c2)cc1	2	7.3%
Cc1cc(N2CCN(C)CC2)nc2ccc(NC(=O)c3ccccc3F)cc12	9	-2.0%
CCOc1cc(C=O)ccc1OCCSc1ccc(Cl)cc1	-7	-0.2%
O=C(O)c1cnn2cc(-c3[nH]ncc3[N+](=O)[O-])cnc12	-1	1.4%
O=C(c1cc2ccccc2c(=O)o1)N1CCCC1	2	-0.2%
Cc1cc(C)nc(-n2nc(C)c3c(C(F)F)cc(C)nc32)n1	21	7.7%

Three compounds picked at random from those above, as already listed:
SMILES	RmlCD inh 1536	M. tuberculosis GlmU
Cc1nnc(SCC2=C(C(=O)O)N3C(=O)C(NC(=O)C(C)n4nc(C(F)(F)F)cc4C)C3SC2)s1 (stereo not drawn)	8	-2.8%
COc1cc(OC)cc(C(=O)Nc2ncc3c(n2)CC(C)(C)CC3=O)c1	9	4.0%
CN(C)CC#CCC(O)(c1ccccc1)c1ccccc1	-7	0.8%

Additional compounds follow.
SMILES	RmlCD inh 1536	M. tuberculosis GlmU
Nn1c(SCC(=O)N2CCc3ccccc3C2)nnc1-c1cccs1	5	2.9%
COc1cc(O)c(C(CC(=O)N2CCCC(C)C2)c2ccc3c(c2)OCO3)c(OC)c1 (stereo not drawn)	·	-0.1%
CCOC(=O)C(=O)Nc1ccc2c(c1)OCO2	·	0.2%
Cc1nc(NC(=O)COC(=O)CCS(=O)(=O)c2ccccc2Cl)c(Cl)cc1Cl	·	6.4%
Cc1cc2c(c(/C=C/C(=O)c3ccccc3)c1)OC1(C=C2)Oc2ccccc2C(=O)N1C (stereo not drawn)	3	-3.4%
Cc1ccc(C)c(NC(=O)c2cnn3ccccc23)c1	·	2.2%
C[C@H](NC(=O)CCn1nnc2ccccc2c1=O)C(=O)O	5	-2.1%
O=C1C(c2ccncc2)=C(O)c2ccccc21	7	7.0%
O=C(CSc1ncn[nH]1)OCN1C(=O)c2ccccc2C1=O	-4	-13%
O=C(CSc1ncccn1)Nc1cc(Cl)ccc1[N+](=O)[O-]	18	3.0%
COCCCNC(=O)CS(=O)(=O)Cc1nc(-c2cccc(OC)c2)oc1C	5	7.7%
Cc1cc2ccccc2n2c(SCC(=O)N3CCc4ccccc4C3)nnc12	·	5.2%
COc1ccc(-c2csc(NC3OC(=O)c4ccccc43)n2)cc1 (stereo not drawn)	0	1.7%
COc1ccc(OC)c(C2CC(=O)N3CN(c4cccc(Cl)c4C)CSC3=C2C#N)c1 (stereo not drawn)	·	-2.2%
CCCCC(=O)N(Cc1ccc(F)cc1)C1CCS(=O)(=O)C1 (stereo not drawn)	-2	5.1%
Cc1c(NC(=O)C(C)N2C(=O)C3C4C=CC(C4)C3C2=O)c(=O)n(-c2ccccc2)n1C (stereo not drawn)	-3	-4.2%
NS(=O)(=O)c1ccc(CNC(=O)c2ccc(Cl)c([N+](=O)[O-])c2)cc1	-12	-2.2%
O=C1Nc2ccccc2Nc2ncccc21	7	·
Cc1onc(-c2c(F)cccc2Cl)c1C(=O)N=C(N)N1CCCC1	-3	-3.0%
Cc1sc2nc(CN3CCC(C)CC3)nc(Cl)c2c1C	11	-6.9%
O=C(NC1CCCCCC1)c1ccc(=O)n(Cc2ccccc2)n1	-5	3.7%
O=C1c2c([N+](=O)[O-])cc([N+](=O)[O-])cc2S(=O)N1Cc1ccccc1 (stereo not drawn)	3	8.3%
CCCCn1nnc(NC(=O)c2ccc(-c3ccccc3)cc2)n1	·	-2.8%
CCOc1ccccc1NC(=O)C1C2CCC3C(CCC21)C3(Cl)Cl (stereo not drawn)	·	4.3%
CN(C)CCCOC(=O)c1cc2ccccc2o1	·	-2.6%

Part of the list above, reformatted:
Cc1ccc(C)c(S(=O)(=O)n2cnc3ccccc32)c1
  RmlCD inh 1536 = -6
  M. tuberculosis GlmU = -3.8%

O=C1c2c([N+](=O)[O-])cc([N+](=O)[O-])cc2S(=O)N1Cc1ccccc1 (stereo not drawn)
  RmlCD inh 1536 = 3
  M. tuberculosis GlmU = 8.3%

Cc1nnc(SCC2=C(C(=O)O)N3C(=O)C(NC(=O)C(C)n4nc(C(F)(F)F)cc4C)C3SC2)s1 (stereo not drawn)
  RmlCD inh 1536 = 8
  M. tuberculosis GlmU = -2.8%

COc1ccc(C2CC2/C(C)=N/OC(=O)c2ccc(F)cc2)cc1 (stereo not drawn)
  RmlCD inh 1536 = 9
  M. tuberculosis GlmU = 0.7%

Next records follow.
SMILES	RmlCD inh 1536	M. tuberculosis GlmU
COCCn1c(=S)[nH]c2ncccc2c1=O	6	4.0%
CCN=c1scc(-c2ccco2)n1/N=C/c1ccc(O)cc1	9	0.9%
Cc1cccc(OC2(c3ccccc3)OC(=O)c3ccccc32)c1C (stereo not drawn)	-5	-4.7%
COc1cccc(/C=N/NC(=O)c2ccoc2C)c1	8	1.6%
CN(CCc1nc2ccc(Cl)cc2[nH]1)Cc1nc(CC2CC2)no1	11	-4.2%
COc1cc(CCN2C(=O)N[C@@H](CCc3ccccc3)C(C(C)=O)=C2C)cc(OC)c1OC	·	3.2%
Cc1nnc(NC(=O)Nc2ccc(Cl)c(Cl)c2)s1	·	-6.9%
COc1cc(OC)c(S(=O)(=O)N2CCCCC2)cc1S(=O)(=O)N1CCCCC1	6	5.1%
C(=N\Nc1ccc2nncn2n1)/c1ccccn1	16	-2.9%
COC(=O)Cn1nnc(N2CCOCC2)n1	5	0.9%
Cc1ccc(S(=O)(=O)N2CCN(CC(=O)N/N=C\c3ccncc3)CC2)cc1	-9	2.6%
